High-throughput results deposited in PubChem BioAssay by NMMLSC.
Rab7 wt modul: modulators of GTP binding to Rab7, primary screen, biochemical, wildtype, multiplex bead flow cytometry; Rab7 GTPase wild type (dog), Bodipy-FL-GTP binding; hit rate 0.055% among 190,000; GTP binding activity (percent of control), % at 10 µM; GST-Rab7 beads, fluorescent GTP binding; actives lie on both sides; untreated = 100%, excess cold GTP = 0%;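 active = fluorescent GTP binding to Rab7 beads changed by at least 20 points from the 100% baseline, either direction, mostly lower; inconclusive = compound itself probably fluorescent, or too few beads counted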;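 also: median green fluorescence of bound Bodipy-FL-GTP per Rab7 bead population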
Bcl-2 Bim block: inhibitors of Bim-Bcl-2 binding, primary screen, biochemical, multiplexed, human Bcl-2 family; AID 950, 2007; inhibition, % at 10 µM; hit rate 0.06% among 190,000; Apoptosis regulator Bcl-2 (Homo sapiens), P10415; Bead-based flow cytometry, Bim peptide-Bcl-2 binding; in the data active = inhibition above about 40%; inconclusive = no clear call, values can overlap the other calls;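 also: 0% = no compound wells with probe peptide and 100% = reference peptide inhibitor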
Target sequence (P10415 whole entry, looked up): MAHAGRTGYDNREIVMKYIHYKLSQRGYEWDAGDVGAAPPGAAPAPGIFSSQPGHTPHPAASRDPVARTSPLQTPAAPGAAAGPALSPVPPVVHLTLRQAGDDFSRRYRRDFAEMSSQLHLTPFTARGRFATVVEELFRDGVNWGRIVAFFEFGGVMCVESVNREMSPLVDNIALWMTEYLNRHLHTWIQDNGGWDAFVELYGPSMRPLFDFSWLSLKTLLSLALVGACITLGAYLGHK
Rac1 mut GTP: GTP binding modulators of activated mutant Rac1, primary screen, biochemical, bead-based flow cytometry, multiplex, fluorescent GTP; Ras-related C3 botulinum toxin substrate 1 (Homo sapiens), P63000; GST-Rac1 activated beads; actives lie on both sides; 100% means binding = to untreated wells; percent activity (GTP binding), % at 10 µM; hit rate 0.11% among 190,000; AID 764, 2007;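 active = GTP binding at least 20 percentage points away from the 100% baseline, in either direction, so actives lie on both sides; inconclusive = Compound likely fluorescent itself, or too few beads counted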
Rac1 wt GTP bind: wildtype Rac1 GTP binding modulators, primary screen, biochemical, GST-Rac1 beads, flow cytometry, multiplex; fluorescent GTP binding; actives lie on both sides; 0 = cold GTP competed, 100 = untreated; GTP binding activity (% of control), % at 10 µM; hit rate 0.27% among 190,000;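 active = GTP binding activity at least 20 points away from the 100% control level, either lower or higher; inconclusive = compound flagged as likely green fluorescent, judged across all proteins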
Bfl-1 Bim block: inhibitors of Bim binding to Bfl-1, primary screen, biochemical, multiplexed, bead-based flow cytometry; AID 1008, 2008; inhibition, % at 10 µM; hit rate 0.12% among 190,000; Bcl-2-related protein A1 (Homo sapiens), Q16548; Bim-Bfl-1 binding inhibition;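 also: 0% = wells without compound plus tracer and 100% = blocker peptide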
Bim-Bcl-B: inhibitors of Bim-Bcl-B binding, primary screen, biochemical, multiplexed, human Bcl-2 family; Bcl-2-like protein 10 (Homo sapiens), Q9HD36; hit rate 0.073% among 190,000; inhibition, % at 10 µM; bead-based flow cytometry, Bim peptide-Bcl-B binding;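 also: 0% = tracer peptide without compound and 100% = reference inhibitor peptide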
Rab2A wt mod: modulators of GTP binding to Rab2A wildtype, primary screen, biochemical, dog, bead-based flow cytometry, multiplex. Ras-related protein Rab-2A (Canis lupus familiaris), P61105. GST-Rab2 wt beads, Bodipy-GTP binding. GTP binding activity, % at 10 µM. hit rate 0.19% among 190,000. AID 760, 2007;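 active = GTP binding activity at least 20 points away from 100%, either lowered or raised; inconclusive = signal likely due to the compound's own green fluorescence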;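 also: 0% = beads with excess unlabeled GTP and 100% = no-compound control corrected for plate trend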
Bim-Bcl-XL: inhibitors of Bim-Bcl-XL binding, primary screen, biochemical, multiplexed, bead flow cytometry, human Bcl-XL; AID 1007, 2008; hit rate 0.04% among 190,000; Bim peptide-Bcl-XL binding, fluorescence; Bcl-2-like protein 1 (Homo sapiens), Q07817; inhibition, % at 10 µM
Target sequence (Q07817 whole entry, looked up): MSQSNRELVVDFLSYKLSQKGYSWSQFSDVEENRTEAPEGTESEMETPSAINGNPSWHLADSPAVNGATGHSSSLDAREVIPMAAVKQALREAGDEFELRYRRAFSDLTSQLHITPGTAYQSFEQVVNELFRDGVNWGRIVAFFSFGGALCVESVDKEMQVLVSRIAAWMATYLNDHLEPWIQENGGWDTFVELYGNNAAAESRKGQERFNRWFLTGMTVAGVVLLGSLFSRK
Bim-Bcl-W: inhibitors of Bim binding to Bcl-W, primary screen, biochemical, multiplexed, bead-based flow cytometry | inhibition, % at 10 µM | hit rate 0.02% among 190,000 | Bim peptide-Bcl-W binding | Bcl-2-like protein 2 (Homo sapiens), Q92843;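 also: 0% = bound tracer without compound and 100% = peptide blocker; higher means less fluorescent Bim peptide bound to Bcl-W beads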
Target sequence (Q92843 whole entry, looked up): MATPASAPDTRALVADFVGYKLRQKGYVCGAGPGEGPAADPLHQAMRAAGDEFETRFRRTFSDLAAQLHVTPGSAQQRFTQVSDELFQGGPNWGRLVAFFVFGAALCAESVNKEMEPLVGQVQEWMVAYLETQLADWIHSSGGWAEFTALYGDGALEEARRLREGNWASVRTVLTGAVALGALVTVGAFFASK
Cdc42 wt GTP: modulators of GTP binding to wildtype Cdc42, primary screen, biochemical, multiplex bead flow cytometry, Bodipy-GTP. percent activity (GTP binding), % at 10 µM. Cell division control protein 42 homolog (Homo sapiens), P60953. AID 761, 2007. hit rate 0.2% among 190,000. GST-Cdc42 beads; actives lie on both sides;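 active = percent activity GTP binding at least 20 points away from the 100% baseline, either down as inhibitor or up as activator; inconclusive = compound flagged as likely green fluorescent from well-wide comparison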;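 also: median bead fluorescence of bound Bodipy-FL-GTP at 100 nM; 0% = excess unlabeled GTP control and 100% = no compound control; below 100% means less GTP binding so inhibitor and above means activator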
HRas wt GTP: modulators of GTP binding to HRas wildtype, primary screen, biochemical, bead-based flow cytometry, multiplex. GTP binding activity, % at 10 µM. GST-Ras wt beads, Bodipy-FL-GTP binding; actives lie on both sides. hit rate 0.14% among 190,000. AID 759, 2007;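 active = GTP binding activity at least 20% away from the 100% baseline, either lowered as inhibitor or raised as activator; inconclusive = flagged as likely green fluorescent, judged across all proteins in the well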;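 also: 0% = unlabeled GTP competition control and 100% = no-compound control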
Target sequence (P01112 whole entry, looked up): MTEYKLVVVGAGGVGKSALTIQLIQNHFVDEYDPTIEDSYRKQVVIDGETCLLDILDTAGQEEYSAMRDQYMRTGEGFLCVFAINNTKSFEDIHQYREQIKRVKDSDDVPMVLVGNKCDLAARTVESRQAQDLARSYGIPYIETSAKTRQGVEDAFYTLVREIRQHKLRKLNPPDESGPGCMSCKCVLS
* = called active by the depositor; ? = inconclusive. Rule as the data show it, unless noted: active = inhibition above about 40%. The order is random; overall some 0.62% were active at least once.

Values run as follows: Bim-Bcl-B	Rab7 wt modul	Rac1 wt GTP bind	HRas wt GTP	Bim-Bcl-XL	Bfl-1 Bim block	Rac1 mut GTP	Cdc42 wt GTP	Bcl-2 Bim block	Bim-Bcl-W	Rab2A wt mod
1	[O-][n+]1onc2c1C(N1CCOCC1)CCC2N1CCOCC1 (stereo not given)
    0	99	103	102	-2	-1	97	102	-6	-1	99
2	C=CCOc1c(Br)cc(/C=N\n2nnnc2N)cc1OC
    -4	101	103	98	-2	-9	98	99	-23	0	100
3	O=CN(/C=C1\Sc2ccccc2C1=O)Cc1ccccc1
    -7	100	108	103	-1	-5	100	101	-3	-1	104
4	O=C(CSc1nnc(COc2ccccc2)o1)Nc1nccs1
    -5	99	99	97	-5	-1	98	100	2	-4	99
5	Cc1cc2c(cc(C(=O)NCCCN3CCOCC3)n2Cc2ccc(Cl)cc2)o1
    -5	101	108	103	3	4	100	106	-1	3	103
6	CCC(c1nnnn1CCOC)N1CCN(c2cccc(C(F)(F)F)c2)CC1 (stereo not given)
    -8	101	105	102	-2	-15	102	105	-10	0	103
7	CC(OC(=O)CCCOc1ccccc1)C(=O)NC(N)=O (stereo not given)
    -6	106	106	104	-3	-10	103	106	-2	1	105
8	CCOc1ccccc1-c1nnc(SCC(=O)Nc2ccccc2)o1
    -3	100	94	98	-4	-2	95	96	-9	-3	94
9	COc1cccc(CN2CCNC(=O)C2CC(=O)N(C)CCc2ccccn2)c1 (stereo not given)
    -4	104	99	98	-3	-9	93	97	-6	-3	98
10	COc1cc(C)c(S(=O)(=O)N2CCOCC2)cc1C
    -12	96	102	100	-9	-2	100	101	-5	-4	102
11	O=C(O)CCC(=O)NC1CCCCCCC1
    3	103	98	100	0	0	100	99	2	0	101
12	COc1ccc(C(=O)NCC2OCCc3ccccc32)c(O)c1 (stereo not given)
    -9	97	96	98	-6	-18	95	97	-9	-2	97
13	O=C(N/N=C/c1nn(-c2ccccc2)cc1-c1ccc(Cl)cc1)c1ccncc1
    4	95	88	90	3	3	93	90	2	17	94
14	CCOc1ccc(-c2nnc3ccc(SCC(=O)Nc4nc5ccc(C)cc5s4)nn23)cc1
    -13	100	103	100	-6	-12	98	96	-5	-3	98
15	CCCN(CCC)S(=O)(=O)c1ccc(C(=O)NCc2n[nH]c(=S)n2-c2ccc(Cl)c(Cl)c2)cc1
    -9	94	93	92	-5	6	92	94	-3	-1	93
16	c1ccc(-n2nnnc2SCc2cn3ccccc3n2)cc1
    -4	?	?	?	0	-12	?	?	-1	0	?
17	C[C@@H]1CN(c2nc3nonc3nc2N2CCSCC2)C[C@H](C)O1
    1	93	95	96	2	-2	94	95	3	1	95
18	COc1ccc(N=c2oc3c(OC)cccc3cc2C(=O)NCc2ccco2)cc1OC
    -3	?	?	?	-5	-6	?	?	-3	0	?
19	CCOC(=O)C1CCCCN1Cc1ccc(F)c(Br)c1 (stereo not given)
    -3	95	97	97	-13	1	95	99	0	-4	97
20	Cc1nc(-c2cccnc2)sc1C(N)=O
    -7	99	103	99	-5	-9	99	96	-13	6	98
21	CCCCCNc1nc(-c2ccccc2)cs1
    -3	97	103	98	-8	-6	99	98	-1	-6	99
22	O=C(CSCc1c(Cl)cccc1Cl)Nc1cccnc1
    -6	95	99	94	1	-4	92	97	-3	0	93
23	CCCC1=C(C(=O)OCC)C(c2ccc(O)cc2)n2ncnc2N1 (stereo not given)
    -9	97	104	99	-9	-13	100	102	-7	0	99
24	COCCCNC(=O)CCn1c(=O)c2ccccc2n(CC(=O)Nc2ccc(C)cc2C)c1=O
    -10	102	103	99	-7	-23	99	101	-13	-2	101
25	O=C(Nc1cnn(Cc2ccc(F)cc2)c1)c1noc2c1CCCC2
    -4	107	102	101	-3	-6	97	97	-1	0	102
26	CCN(CC)S(=O)(=O)c1cccc(NC(=O)COC(=O)C2COc3ccccc3O2)c1 (stereo not given)
    -4	101	105	103	-8	-2	101	99	-5	-3	99
27	CCn1cc(/C=C/C(=O)Nc2c(C)nn(Cc3ccccc3C)c2C)cn1
    -7	102	105	103	-4	-1	98	102	-2	-5	102
28	COc1ccc(C2=NO[C@@H]3C(=O)N(Cc4ccccc4)C(=O)[C@H]23)cc1OC
    -4	98	104	101	-4	-10	100	101	1	2	99
29	CC1(Cc2cn(CCC#N)c3ccccc23)OCCO1
    -5	101	103	101	-12	-9	99	104	-7	0	101
30	Cc1ccc(C)c(N2CCN(C(=O)c3cccn4c(=O)c5sccc5nc34)CC2)c1
    0	103	90	96	1	2	94	94	3	0	99

Some of these compounds in order of length of the SMILES, largest number first:
Values run as follows: Bim-Bcl-B	Rab7 wt modul	Rac1 wt GTP bind	HRas wt GTP	Bim-Bcl-XL	Bfl-1 Bim block	Rac1 mut GTP	Cdc42 wt GTP	Bcl-2 Bim block	Bim-Bcl-W	Rab2A wt mod
15	CCCN(CCC)S(=O)(=O)c1ccc(C(=O)NCc2n[nH]c(=S)n2-c2ccc(Cl)c(Cl)c2)cc1
    -9	94	93	92	-5	6	92	94	-3	-1	93
28	COc1ccc(C2=NO[C@@H]3C(=O)N(Cc4ccccc4)C(=O)[C@H]23)cc1OC
    -4	98	104	101	-4	-10	100	101	1	2	99
14	CCOc1ccc(-c2nnc3ccc(SCC(=O)Nc4nc5ccc(C)cc5s4)nn23)cc1
    -13	100	103	100	-6	-12	98	96	-5	-3	98
30	Cc1ccc(C)c(N2CCN(C(=O)c3cccn4c(=O)c5sccc5nc34)CC2)c1
    0	103	90	96	1	2	94	94	3	0	99
5	Cc1cc2c(cc(C(=O)NCCCN3CCOCC3)n2Cc2ccc(Cl)cc2)o1
    -5	101	108	103	3	4	100	106	-1	3	103
27	CCn1cc(/C=C/C(=O)Nc2c(C)nn(Cc3ccccc3C)c2C)cn1
    -7	102	105	103	-4	-1	98	102	-2	-5	102
23	CCCC1=C(C(=O)OCC)C(c2ccc(O)cc2)n2ncnc2N1 (stereo not given)
    -9	97	104	99	-9	-13	100	102	-7	0	99
8	CCOc1ccccc1-c1nnc(SCC(=O)Nc2ccccc2)o1
    -3	100	94	98	-4	-2	95	96	-9	-3	94
10	COc1cc(C)c(S(=O)(=O)N2CCOCC2)cc1C
    -12	96	102	100	-9	-2	100	101	-5	-4	102
22	O=C(CSCc1c(Cl)cccc1Cl)Nc1cccnc1
    -6	95	99	94	1	-4	92	97	-3	0	93
20	Cc1nc(-c2cccnc2)sc1C(N)=O
    -7	99	103	99	-5	-9	99	96	-13	6	98

Further structures follow:
Values run as follows: Bim-Bcl-B	Rab7 wt modul	Rac1 wt GTP bind	HRas wt GTP	Bim-Bcl-XL	Bfl-1 Bim block	Rac1 mut GTP	Cdc42 wt GTP	Bcl-2 Bim block	Bim-Bcl-W	Rab2A wt mod
31	O=C(O)CCC(=O)Nc1ccc2c(c1)oc1ccccc12
    -4	95	92	95	-1	-9	94	92	-7	0	96
32	CCc1sc(NC(=O)CCC(=O)O)nc1-c1cc2ccccc2oc1=O
    -3	100	100	96	-2	-4	97	94	0	-1	97
33	COc1ccc(-c2nc(-c3ccc(NC(=O)c4ccc(Br)o4)cc3)no2)cc1OC
    -10	101	106	101	-12	-19	99	99	-16	-4	102
34	CC1CC(C)CN(CC(=O)Nc2ccc(S(N)(=O)=O)cc2)C1 (stereo not given)
    0	101	102	101	0	-3	99	103	0	0	99
35	Cc1cc(NS(=O)(=O)c2ccc(NC(=O)C(C)N3C(=O)c4ccccc4C3=O)cc2)nc(C)n1 (stereo not given)
    -10	94	95	98	-6	-17	91	96	-9	0	95
36	Cc1ccc(C(=O)N(CC(=O)NC2CCCC2)c2ccc3c(c2)OCCO3)s1
    -6	105	98	98	0	-6	97	100	-4	2	99
37	CCc1ccc(-c2csc3ncn(CC(=O)N4CCOCC4)c(=O)c23)cc1
    -6	100	100	100	2	-12	98	100	-9	3	99
38	C=CCn1c(=O)/c(=C/c2ccc(Cl)cc2)s/c1=C(/C#N)c1nnc2n1CCCCC2
    -11	99	99	97	-7	-18	97	94	-10	-2	97
39	CC1=C(C(=O)Nc2ccc(C)cc2C)C(c2cccs2)NC(=S)N1 (stereo not given)
    -5	95	99	98	-16	-1	97	98	0	-6	97
40	O=C(CSc1nnc(-c2cc(-c3cccs3)nc3ccccc23)o1)NC1CCCCC1
    -4	100	99	99	0	3	96	96	4	2	98
41	O=C1N(c2ccc3c(c2)OCCO3)C(c2ccccc2)C1(F)F (stereo not given)
    1	101	90	95	-5	4	88	87	0	-4	91
42	Cc1ccccc1NC(=O)CNC(=O)c1ccc(C(F)(F)F)cc1
    -2	103	102	99	-5	-13	99	100	-3	-4	96
43	CCn1nnc(NC(=O)C(C)(c2ccccc2)c2ccccc2)n1
    -5	103	102	99	-2	-6	98	98	1	-4	99
44	CCCCCCCNc1nc(Cl)nc(NCCO)n1
    0	101	98	96	0	-2	92	92	-1	0	97
45	CCOC(=O)C1=c2/c(=C/c3ccncc3)c(N)c(C(=O)OC)n2C(=O)C(c2ccncc2)S1 (stereo not given)
    -3	97	101	98	0	-4	93	95	0	2	97
46	O=C(Nc1ccc(Cl)cn1)c1ccc(COc2ccccc2Br)o1
    0	99	87	91	-4	5	87	87	-1	0	88
47	COc1cc(/C=N/NC(=O)CCc2n[nH]c(=O)[nH]c2=O)cc(OC)c1OC
    13	97	99	98	20	14	101	97	10	16	98
48	O=C(CSCc1cnn(-c2ccccc2)c1-n1cccc1)NCc1cccs1
    -1	99	90	93	0	-4	90	93	0	2	92
49	Cc1ccc(-c2cc(C(=O)NCc3ccccn3)c3ccccc3n2)cc1
    -9	93	95	95	-1	-3	94	96	-4	3	93
50	O=c1c2c(nc3nc(SCc4ccccc4)[nH]n13)CCC2
    -2	94	95	96	-1	-3	95	97	-7	-4	93
51	Brc1ccccc1-c1nnc(COc2ncnc3c2cnn3-c2ccccc2)o1
    -3	90	96	93	-5	-10	94	95	-4	2	92
